LYP phosphatase: inhibitors of LYP phosphatase, biochemical, fluorescence intensity, uHTS (AID 1779); one-dose inhibition, % at 11.5 µM; IC50 in µM for titrated hits; recombinant LYP phosphatase, fluorescence intensity; higher % means a stronger effect; 290,000 compounds, 0.054% hits; in the data active = inhibition above about 50%;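 note: plate controls were vehicle with enzyme for no effect and no enzyme for full effect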
GPR35 antagonists: GPR35 antagonists blocking zaprinast-driven arrestin recruitment, primary screen, imaging, U2OS, beta-arrestin-GFP, zaprinast agonist (AID 2058). U2OS GPR35 beta-arrestin-GFP translocation imaging, zaprinast antagonism; higher % means a stronger effect. inhibition, % at 10 µM; hits with a dose series show IC50 in µM. 290,000 compounds, 0.052% hits;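 active = inhibition of at least 50% with at least 30 cells and total cytoplasm GFP at most 10,000,000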
Autophagy mod: alters autophagy in cells; AID 463193; MEF GFP-LC3 puncta imaging; test concentration mostly 10 µM; calls only at 10 µM (by protocol); 190,000 compounds, 0.98% hits;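 active = percentage of spot-positive cells more than 3 SD above its plate mean, without a fluorescence outlier flag or 80% toxicity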;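 note: spot-positive cell cutoff set from DMSO-treated cells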
WT yeast gro inh: growth inhibition of WT yeast, mitochondrial fusion screen | 190,000 compounds, 2.1% hits | mitochondrial fusion phenotypic screen, WT strain | inhibition, % at 10 µM | AID 1362; in the data active = inhibition above about 58%; tested in S. cerevisiae
AID2073: disruptors of CaV2.2 binding to Mint1 – biochemical, HTRF (AID 2073) | HTRF protein-protein interaction, Mint1-CaV2.2; higher % means a stronger effect | inhibition, % at 20 µM, or IC50 in µM where a hit was titrated | 290,000 compounds, 0.19% hits; in the data active = inhibition mostly above about 51%, no sharp cut-off; note: some results filed as inactive read as strong as hits
NS5 inhibitors: Dengue-2 NS5 methyltransferase inhibitors, primary screen, biochemical, confirmation dose response (AID 588689) | Dengue-2 NS5 methyltransferase capping enzyme assay, biochemical; higher % means a stronger effect | one-dose inhibition, % at 25 µM; IC50 in µM for titrated hits | 340,000 compounds, 0.3% hits; in the data active = a potency from the dose series
RSV CPE inhibition: RSV antiviral activity via CPE protection, HEp-2 cells, primary 10 µM value included (AID 2391); HEp-2 cells, RSV-induced CPE inhibition; higher % means a stronger effect; CPE inhibition, % at 10 µM; hits with a dose series show IC50 in µM; 310,000 compounds, 0.13% hits; in the data active = a potency from the dose series; note: strong numbers were not always called active
NTR1 ag: agonists of NTR1, primary screen, imaging, U2OS cells, beta-arrestin-GFP, high content (AID 493036) | NTR1-U2OS beta-arrestin-GFP spot imaging, agonist mode | activation, % at 20 µM | 330,000 compounds, 0.17% hits;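 active = activation at or above 40% of the spot to cytoplasm intensity ratio, with at least 20 cells analyzed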;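 note: 0% = DMSO without peptide and 100% = 100 nM NTR1 peptide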
Target sequence (P30989 whole entry, looked up): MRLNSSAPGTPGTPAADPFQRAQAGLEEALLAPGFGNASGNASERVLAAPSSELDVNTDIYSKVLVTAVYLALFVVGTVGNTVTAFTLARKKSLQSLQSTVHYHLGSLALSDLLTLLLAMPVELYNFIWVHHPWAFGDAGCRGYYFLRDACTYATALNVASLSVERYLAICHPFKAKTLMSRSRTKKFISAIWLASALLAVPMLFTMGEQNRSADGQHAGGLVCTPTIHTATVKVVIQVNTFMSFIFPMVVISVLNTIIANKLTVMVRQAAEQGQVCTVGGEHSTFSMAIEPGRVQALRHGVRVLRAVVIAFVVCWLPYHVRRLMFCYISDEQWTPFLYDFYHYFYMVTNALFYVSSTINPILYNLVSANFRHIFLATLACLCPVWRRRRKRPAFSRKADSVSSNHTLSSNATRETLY
UTI89 phage lysis: protection from phage-mediated lysis, alamar blue read-out – E. coli UTI89, K1F phage, bacterial capsule biogenesis inhibitors (AID 488966). E. coli UTI89 K1F phage lysis, alamar blue, 2 h; higher % means a stronger effect. inhibition, % at 100 µM, or IC50 in µM where a hit was titrated. 340,000 compounds, 0.02% hits;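 active = phage lysis inhibition, versus mean bacterial control, above a set limit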;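 note: capsule biogenesis inhibitors block K1F phage lysis so surviving cells raise fluorescence; higher fluorescence means more inhibition of phage lysis; actives were called in the ten point dose series up to 300 µM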
WT yeast gro inh mutant strain: recorded beside WT yeast gro inh, whose call it bears; inhibition, %; mitochondrial fusion phenotypic screen, mutant strain inhibition
Autophagy mod cell loss 18 h: further read-out of Autophagy mod, marked with its call; toxicity, %; measured here: cell loss, nuclei count;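 cell loss after 18 h compound exposure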
NTR1 ag cell count 20 µM: further read-out of NTR1 ag, marked with its call; cell count; measured here: cell count, cytotoxicity flag
NS5 inhibitors pilot replicate: recorded beside NS5 inhibitors, whose call it bears; inhibition, %; measured here: pilot screen replicate inhibition
An asterisk follows results filed as active; i = inactive; . = not tested or not shown; [ ] = another dose, or the depositor's remark.

SMILES	LYP phosphatase	GPR35 antagonists	Autophagy mod	Autophagy mod cell loss 18 h	WT yeast gro inh	WT yeast gro inh mutant strain	AID2073	NS5 inhibitors	RSV CPE inhibition	NTR1 ag	NTR1 ag cell count 20 µM	UTI89 phage lysis	others
O=c1cc(CSc2nnc(COc3ccccc3)o2)c2ccccc2[nH]1	4%	14%	i	-1	-2	-1	-9%	-3%	1.6%	7.3	86	0.5%
COc1ccc(CCNC(=O)C(=O)NCc2ccc(C(C)C)cc2)cc1OC	-7%	-6%	i	1	49	-4	-8%	-1%	1.8%	7.0	40	-5.2%
c1coc(-c2nn3c(Cn4nnc5ccccc54)nnc3s2)c1	-2%	5%	i	4	12	20	-4%	0%	8.2µM*	0.8	68	0.7%
O=C(c1cccc(NS(=O)(=O)c2cccc(F)c2)c1)N1CCCC1	0%	-4%	.	.	.	.	17%	-3%	.	0.9	64	-0.2%
CN(Cc1ccccc1)S(=O)(=O)c1ccc(OCC(=O)NCc2ccccn2)cc1	-7%	-18%	.	.	.	.	-3%	3%	1.4%	0.4	71	-0.5%
Cc1ccccc1C(=O)NC(CC(C)C)C(=O)N1CCN(c2ccccc2)CC1 (centres undefined)	-3%	7%	.	.	.	.	-2%	-8%	1.6%	-0.7	50	0.0%
CC(C)(C)C1CCC(=NNS(=O)(=O)c2ccc(Br)cc2)CC1 (centres undefined)	2%	1%	i	-2	-1	7	-3%	-3%	1.8%	-2.3	95	1.0%
CCCNC(=O)c1ccc2c(=O)c(O)c(-c3cccc(Br)c3)[nH]c2c1	-1%	1%	.	.	.	.	39%	-15%	-3.7%	0.3	52	0.2%
CCn1cnc2sc(C(=O)N3CCN(Cc4ccc5c(c4)OCO5)CC3)c(C)c2c1=O	-3%	10%	i	0	-11	8	4%	.	0.7%	0.5	47	.
O=C(Nc1nc2ccc(F)cc2s1)c1cccc(S(=O)(=O)N2CCc3ccccc32)c1	14%	-10%	i	-2	17	33	24%	3%	19%	-2.1	68	0.6%[50 µM]
COC(=O)[C@@H]1C[C@H]2CC[C@H](O)C[C@H]2N1Cc1ccc(Cl)cc1	-6%	2%	.	.	.	.	4%	-10%	-0.4%	-3.5	97	-0.7%
COC(=O)c1cc(C#N)c(SCc2ccccc2)nc1C	-2%	1%	i	-11	28	21	8%	-3%	6.2%	8.5	53	-0.1%
Cc1ccc(N(CC2CO2)S(=O)(=O)c2ccc([N+](=O)[O-])cc2)cc1 (centres undefined)	-3%	-7%	.	.	.	.	1%	-4%	0.2%	-0.5	61	-1.6%
COc1cc(C(C)=O)ccc1Oc1ncnc2c1cnn2-c1ccc(F)cc1	-11%	1%	i	19	-13	-1	-9%	-8%	4.2%	2.3	60	0.3%
O=C(CCN1C(=O)c2ccccc2C1=O)NCCC1=CCCCC1	-4%	-8%	i	3	0	8	42%	-3%	1.6%	1.6	62	-2.9%

Sorted by length of the SMILES (largest number first): three of the compounds above
SMILES	LYP phosphatase	GPR35 antagonists	Autophagy mod	Autophagy mod cell loss 18 h	WT yeast gro inh	WT yeast gro inh mutant strain	AID2073	NS5 inhibitors	RSV CPE inhibition	NTR1 ag	NTR1 ag cell count 20 µM	UTI89 phage lysis	others
CCCNC(=O)c1ccc2c(=O)c(O)c(-c3cccc(Br)c3)[nH]c2c1	-1%	1%	.	.	.	.	39%	-15%	-3.7%	0.3	52	0.2%
COc1cc(C(C)=O)ccc1Oc1ncnc2c1cnn2-c1ccc(F)cc1	-11%	1%	i	19	-13	-1	-9%	-8%	4.2%	2.3	60	0.3%
O=C(CCN1C(=O)c2ccccc2C1=O)NCCC1=CCCCC1	-4%	-8%	i	3	0	8	42%	-3%	1.6%	1.6	62	-2.9%

Carrying on:
SMILES	LYP phosphatase	GPR35 antagonists	Autophagy mod	Autophagy mod cell loss 18 h	WT yeast gro inh	WT yeast gro inh mutant strain	AID2073	NS5 inhibitors	RSV CPE inhibition	NTR1 ag	NTR1 ag cell count 20 µM	UTI89 phage lysis	others
C=CCNC(=O)/C(C#N)=C/c1cn(-c2ccccc2)nc1-c1cccs1	-3%	-2%	i	2	1	17	18%	-1%	4.6%	4.8	54	0.3%
C/C(=N\NC(=O)c1c[nH]c2ccccc12)c1ccc(C)o1	1%	-8%	i	0	3	10	12%	-9%	5.6%	-1.1	69	1.2%
CCOc1c(C(N)=O)cc([N+](=O)[O-])cc1[N+](=O)[O-]	-3%	-12%	i	-4	0	-7	8%	-5%	0.4%	0.2	77	0.2%
c1ccc(CCC2CCCCN2Cc2nc(C3CC3)no2)cc1 (centres undefined)	1%	6%	i	-5	6	2	28%	5%	3.7%	-0.2	77	0.4%
CC(=O)Nc1ccc(S(=O)(=O)N(CCc2ccccc2)CC(=O)N/N=C/c2ccc(C(=O)O)cc2)cc1	-5%	-4%	i	-8	2	8	1%	-4%	-0.4%	-1.5	35	0.0%
O=C(CNC(=O)c1ccccc1F)N/N=C/c1cn[nH]c1-c1ccccc1	-1%	-5%	i	10	-7	-10	2%	-4%	2.3%	0.6	96	0.2%
Cc1ccc(C(=O)N(CC(=O)NC2CCCC2)c2ccccc2Cl)s1	-5%	8%	.	.	.	.	-6%	-3%	2.1%	3.8	36	-0.1%
CCC(=O)N(CCC1(c2ccccc2OC)CCOC(C(C)C)C1)Cc1ccco1 (centres undefined)	-1%	-6%	.	.	.	.	-5%	-6%	.	2.7	52	-1.1%
O=C1CCC(C(=O)N2CCSCC2)CN1CCc1cccc(F)c1 (centres undefined)	-10%	-6%	.	.	.	.	0%	-2%	1.0%	-0.6	76	-0.2%[50 µM]
COc1ccc(OC)c2c1cc(C(=O)N[C@H](C(=O)N1CCC(C(=O)O)CC1)C(C)C)n2C	-8%	-18%	.	.	.	.	9%	10%	2.3%	.	.	2.0%[50 µM]
Cc1ccc(C)c(CN2CCC(n3nccc3NC(=O)C3CCCC3)CC2)c1	-9%	1%	.	.	.	.	11%	-8%	0.3%	0.0	55	-0.1%
COc1cccc(NC(=S)NCc2ccccc2)c1	-5%	-6%	.	.	.	.	-1%	-3%	2.1%	0.9	55	-0.1%	NS5 inhibitors pilot replicate=-5.5
Cc1nnc(NC(=O)C2COc3ccccc3O2)s1 (centres undefined)	-4%	0%	i	24	-31	-1	-4%	-9%	0.2%	-0.4	84	0.8%
COc1ccc(C(=O)COC(=O)c2ccco2)cc1	-6%	-2%	i	9	-51	-3	2%	1%	1.0%	1.3	41	0.8%
Cc1nc(C(F)(F)F)ccc1C(=O)Nc1ccccc1N1CCOCC1	-6%	-6%	.	.	.	.	6%	-2%	0.9%	0.1	68	0.0%
C=CCSc1nnc2c(n1)OC=Nc1ccccc1-2	-14%	-1%	i	2	21	7	-26%	-1%	0.4%	0.0	33	2.6%
O=C(c1ccco1)N1CCN(C(=O)C(c2ccccc2)c2ccccc2)CC1	-1%	-5%	i	-6	-19	-6	-2%	-6%	2.7%	0.8	74	0.6%
O=C(CN(C(=O)c1ccc(Cl)cc1)N1C(=O)C2CCCCC2C1=O)c1ccc(Cl)cc1 (centres undefined)	4%	-9%	i	0	-6	-15	-2%	-5%	1.5%	52*	81*	5.7%
CCOCCCn1c(SCC(=O)N(C)C2CCS(=O)(=O)C2)nc2ccccc2c1=O (centres undefined)	.	.	.	.	.	.	.	-7%	-2.3%	-0.8	57	1.5%[50 µM]
O=C1CCCc2oc3ccc(NS(=O)(=O)c4cccc5cccnc45)cc3c21	0%	-2%	i	-3	2	15	6%	-5%	2.7%	-0.5	35	-1.9%
CC(C)(CO)NCC#Cc1ccccc1	-1%	-1%	i	-12	1	6	-6%	-15%	0.9%	-0.1	44	0.1%
O=C(c1ccco1)N1CCN(c2cc(N3CCOCC3)c(F)cc2[N+](=O)[O-])CC1	1%	-12%	i	6	7	10	-8%	-4%	1.7%	0.7	95	1.0%
CCOC(=O)C/C(C)=N/NC(=O)CN(c1ccc(Br)cc1)S(=O)(=O)c1ccccc1	0%	7%	i	8	5	-1	-3%	-5%	0.8%	-0.1	57	0.5%[50 µM]
CCNCCC(=O)N1c2ccccc2Sc2ccc(NC(=O)OCC)cc21	-9%	-10%	i	-7	-8	-5	3%	.	0.2%	0.0	49	0.5%
COc1cc2cc(CCOC(=O)c3ccc(C(F)(F)F)cc3)oc(=O)c2cc1OC	.	.	.	.	.	.	.	-2%	0.1%	2.0	61	0.8%
Cc1ccc(CN2C(=O)C(Cc3ccccc3)Nc3ncnc(N4CCCCC4)c32)cc1 (centres undefined)	.	.	.	.	.	.	.	-17%	-1.0%	-1.3	95	0.8%
CCCCN(C(=O)CC1CCCCC1)c1c(N)n(CC(C)C)c(=O)[nH]c1=O	.	.	.	.	.	.	.	-1%	-1.0%	-1.4	56	-0.1%
CC(C)c1ccc(NC(=S)NN2C(C)CCCC2C)cc1 (centres undefined)	8%	-6%	i	18	48	10	-8%	.	2.6%	12	32	.

Among those listed so far, these have an aryl methoxy group:
SMILES	LYP phosphatase	GPR35 antagonists	Autophagy mod	Autophagy mod cell loss 18 h	WT yeast gro inh	WT yeast gro inh mutant strain	AID2073	NS5 inhibitors	RSV CPE inhibition	NTR1 ag	NTR1 ag cell count 20 µM	UTI89 phage lysis	others
COc1ccc(CCNC(=O)C(=O)NCc2ccc(C(C)C)cc2)cc1OC	-7%	-6%	i	1	49	-4	-8%	-1%	1.8%	7.0	40	-5.2%
COc1cc(C(C)=O)ccc1Oc1ncnc2c1cnn2-c1ccc(F)cc1	-11%	1%	i	19	-13	-1	-9%	-8%	4.2%	2.3	60	0.3%
CCC(=O)N(CCC1(c2ccccc2OC)CCOC(C(C)C)C1)Cc1ccco1 (centres undefined)	-1%	-6%	.	.	.	.	-5%	-6%	.	2.7	52	-1.1%
COc1ccc(OC)c2c1cc(C(=O)N[C@H](C(=O)N1CCC(C(=O)O)CC1)C(C)C)n2C	-8%	-18%	.	.	.	.	9%	10%	2.3%	.	.	2.0%[50 µM]
COc1cccc(NC(=S)NCc2ccccc2)c1	-5%	-6%	.	.	.	.	-1%	-3%	2.1%	0.9	55	-0.1%	NS5 inhibitors pilot replicate=-5.5
COc1ccc(C(=O)COC(=O)c2ccco2)cc1	-6%	-2%	i	9	-51	-3	2%	1%	1.0%	1.3	41	0.8%
COc1cc2cc(CCOC(=O)c3ccc(C(F)(F)F)cc3)oc(=O)c2cc1OC	.	.	.	.	.	.	.	-2%	0.1%	2.0	61	0.8%

Screens (PubChem BioAssay)
